IEC-6 tox: IEC-6 cytotoxicity, counter-screen for KLF5 inhibitors. luminescence viability. AID 1825. 0.78% of 290,000 active. inhibition, % at 5 µM; in the data active means inhibition above about 22%;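 further: 0% = plate median of test compound wells and 100% = cytotoxic reference compound wells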
HSP90 inh: HSP90 refolding inhibition in rabbit reticulocyte lysate; luciferase refolding luminescence, 3 h; inhibition, % at 5.6 µM; 0.91% of 290,000 active; AID 1789;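 active means inhibition above the screen-wide mean plus 3 SD, computed separately per campaign, cut at about 16% in these data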;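 further: 0% = DMSO wells and 100% = 60 µM geldanamycin wells; inhibitors lower the luminescence because luciferase stays unfolded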
HSF-1 act: increases HSF-1 driven luciferase reporter signal; NIH3T3-HGL HSF-1 luciferase reporter, MG132, 8 h; 100% = twice DMSO control signal; activation, % at 9 µM; AID 504408; 1.7% of 300,000 active;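 active means mean replicate activation of at least 50% with a set share of replicates each reaching 50%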;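 further: 0% = median of the neutral control wells and 100% = twice that signal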
HSF1 inhib: HSF1 inhibition; NIH3T3-HGL HSE-luciferase, MG132-induced, luminescence 8 h; active compounds read low; activity change, negative = inhibition, % at 7.5 µM (by protocol); 0.77% of 300,000 active;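 active means more than half of replicate wells show activity change below -50%, luminescence cut by over half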;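 further: luciferase reports HSF-1 transcriptional activity via heat shock element; 0% = median of DMSO wells and -100% = zero luminescence signal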
AI-2 QS mod: modulators of Vibrio harveyi AI-2 quorum sensing system. Vibrio harveyi JMH597 AI-2 luminescence/OD600 ratio, 9 h; active compounds read low; strain lacks LuxN and CqsS sensors; 0 = neutral-control median. activity change, % at 7.5 µM. 0.4% of 300,000 active. AID 2094; in the data active means activity change below about -75%, passing the limit was not always enough;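 further: luminescence divided by OD600 gain over 9 h not by final OD600 alone; inactives centre near 13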
SKKanGAS inh: inhibitors of SKKanGAS S. pyogenes growth in kanamycin (SK-promoter or general growth effect). BacTiter-Glo, 6 h. inhibition, % at 7.5 µM. 1.3% of 300,000 active. AID 1662;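 active means mean replicate score, as percent of positive control median, at least 50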;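 further: strain carries kanamycin resistance gene driven by streptokinase promoter and grows in 40 µg/ml kanamycin; loss of luminescence reflects streptokinase promoter inhibition or plain growth inhibition; 0% = median of DMSO wells and 100% = positive control at its reference dose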
HIF activator: HIF pathway transcriptional activation; 0.32% of 300,000 active; activation, % at 7.5 µM (by protocol); U2OS HRE-luciferase reporter, luminescence; normalized: DMSO 0%, desferrioxamine 100%;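 active means mean activation of at least 10% of the iron chelator positive control signal, with at least half of replicates also reaching 10%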
aSyn 5UTR inh: 5' untranslated region of α-synuclein, MLPCN primary screen; alpha-synuclein 5'UTR reporter, inhibitor activity; inhibition, % (tested at 7.5 µM); 0.82% of 300,000 active; AID 1813; in the data active means inhibition above about 60%;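 further: H4 neuroglioblastoma cells stably carrying SNCA 5'UTR luciferase fusion; 0% = DMSO wells and 100% = positive control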
KLF5 inhibitor: suppresses KLF5 promoter-driven expression | AID 1700 | 0.23% of 290,000 active | inhibition, % at 5 µM | DLD-1 KLF5 promoter-luciferase reporter, luminescence;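 active means inhibition above a per-plate limit of that plate's mean compound inhibition plus 3 SD, cut at about 60% in these data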;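 further: 0% = DMSO wells and 100% = LY294002 at 200 µM; higher means less KLF5 promoter-driven luciferase light; inactives centre near -14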
Platelet DG rel: modulates dense granule release in human platelets | human platelet-rich plasma, SFLLRN dense granule ATP release, luminescence | inhibition, %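 (compounds screened at 7.5 µM in platelet-rich plasma)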 | AID 1663 | 0.22% of 300,000 active;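 active means mean replicate score, as percent of positive control, at or above 50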
The depositor's hits bear a star; / = not tested or not shown.

1	C/C(N)=C(/C#N)C(=O)COC(=O)CNS(=O)(=O)c1c(F)cccc1F
2	C=CCN(C(=O)CNC(=O)c1ccco1)C(C(=O)NC1CCCCC1)c1ccc(OC)cc1OC (stereo unspecified)
3	CCOC(=O)c1c(C)[nH]c(C(=O)Cn2c(=O)c3c(ncn3CC)n(Cc3ccccc3)c2=O)c1C
4	COc1ccc(S(=O)(=O)N2CCC(C(=O)NCC3CCCO3)CC2)cc1OC (stereo unspecified)
5	COc1ccc(NC(=O)CSc2ccc(-c3ccco3)nn2)cc1OC
6	CCOC(=O)c1ccc(-n2c(C)nc3c(cnn3-c3ccccc3Cl)c2=O)cc1
7	O=C(c1c[nH]c2ccccc12)C(F)(F)F
8	COC(=O)n1ccc(C(=O)Nc2ccccc2F)n1
Compound,1,2,3,4,5,6,7,8
HIF activator,-0.1,1.1,-0.5,-0.2,0.2,-0.8,0.7,2.2
HSF-1 act,23,-22,1,-3,-11,0,18,4
aSyn 5UTR inh,2,-20,46,4,-4,-31,7,-11
SKKanGAS inh,/,2,13,-21,-6,5,3,-5
HSF1 inhib,3,-12,0,1,-2,-3,1,7
AI-2 QS mod,51,2,31,2,10,8,11,3
HSP90 inh,-7,-2,-2,-1,2,2,4,3
Platelet DG rel,3,12,3,1,-8,2,-4,1
KLF5 inhibitor,6,-26,-17,2,-22,-8,15,-23
IEC-6 tox,-14,-4,3,3,5,-2,0,6

Single records (already shown). Screens in order: HIF activator	HSF-1 act	aSyn 5UTR inh	SKKanGAS inh	HSF1 inhib	AI-2 QS mod	HSP90 inh	Platelet DG rel	KLF5 inhibitor	IEC-6 tox
Shown for `COc1ccc(S(=O)(=O)N2CCC(C(=O)NCC3CCCO3)CC2)cc1OC` (stereo unspecified) → -0.2	-3	4	-21	1	2	-1	1	2	3
Shown for `C/C(N)=C(/C#N)C(=O)COC(=O)CNS(=O)(=O)c1c(F)cccc1F` → -0.1	23	2	/	3	51	-7	3	6	-14

The listing picks up, repeating the 2 entries before the break.
7	O=C(c1c[nH]c2ccccc12)C(F)(F)F
8	COC(=O)n1ccc(C(=O)Nc2ccccc2F)n1
9	COc1cccc(/C=C(/C#N)c2nc3ccccc3[nH]2)c1OC(C)C(=O)O (stereo unspecified)
10	CCc1noc(C)c1C(=O)N1CCN(S(=O)(=O)c2ccc(C)cc2)CC1
11	COc1ccc(-c2[nH]ncc2CN(C)Cc2cccnc2)c(OC)c1
12	CCc1cc(=O)oc2c3c(cc(OCC(=O)Nc4cccnc4)c12)OC(C)(C)CC3
13	N#Cc1cc2c(=O)n3ccccc3nc2n(Cc2cccnc2)c1=O
14	O=C(O)Cc1sc(-c2ccccc2)nc1-c1ccccc1
15	Cc1ccc(C(=O)N(CCCN(C)C)c2nc3ccc(Cl)cc3s2)cc1C
16	N#CCC(=O)Nc1ccc(C(=O)NCc2cccc(Cl)c2)cc1
Compound,7,8,9,10,11,12,13,14,15,16
HIF activator,0.7,2.2,1.2,-0.1,-0.6,-0.6,-0.4,0.1,1.5,-0.1
HSF-1 act,18,4,10,2,-5,-12,8,-5,19,0
aSyn 5UTR inh,7,-11,-4,-2,20,17,-22,-10,-30,8
SKKanGAS inh,3,-5,-4,0,0,8,-2,-2,-13,2
HSF1 inhib,1,7,7,-7,-2,-5,-8,-5,8,8
AI-2 QS mod,11,3,39,8,28,26,42,0,13,23
HSP90 inh,4,3,-2,/,-4,-4,/,2,0,-1
Platelet DG rel,-4,1,0,-3,2,3,-3,-1,8,-1
KLF5 inhibitor,15,-23,-29,/,-24,-16,/,2,-30,4
IEC-6 tox,0,6,-1,/,4,10,/,-2,9,-8

17	O=C(COc1ccc(Br)cc1)N1CCNC1=O
18	Cc1onc(-c2ccccc2)c1C(=O)N1CCN(S(=O)(=O)c2ccccc2Br)CC1
19	NS(=O)(=O)c1ccc(CCNC(=O)CSc2ccccc2)cc1
20	Cc1cccc(OCC(=O)NCc2cc(C)nc3ccccc23)c1
21	Cc1cc(C)c2nc3s/c(=C/c4ccc5c(c4)n(C)c(=O)n5C)c(=O)n3c2c1
22	Cc1nnc(SCc2ccccc2Cl)n1CC1CCCO1 (stereo unspecified)
23	Cc1c(C#N)c2ccccc2n1CC(=O)N1CCCc2ccccc21
24	CCOc1ccc(C(=O)NC(=S)NCc2cccnc2)cc1[N+](=O)[O-]
Compound,17,18,19,20,21,22,23,24
HIF activator,0.9,-0.2,-18,-0.1,-2.2,-0.3,-0.2,-0.3
HSF-1 act,-1,5,-32,-4,-19,10,2,9
aSyn 5UTR inh,-39,-10,-10,9,9,-3,26,13
SKKanGAS inh,-4,-8,-1,-2,-1,-9,8,-11
HSF1 inhib,6,1,-12,-1,0,1,8,1
AI-2 QS mod,19,22,10,/,22,3,9,30
HSP90 inh,0,-2,-2,-4,6,0,4,-1
Platelet DG rel,2,-4,-13,6,1,0,2,22
KLF5 inhibitor,-18,-2,-2,-6,10,-2,-19,3
IEC-6 tox,4,-3,-3,0,7,-5,2,2

Some entries already given with just HSF-1 act:
entry	canonical_smiles	HSF-1 act
18	Cc1onc(-c2ccccc2)c1C(=O)N1CCN(S(=O)(=O)c2ccccc2Br)CC1	5
19	NS(=O)(=O)c1ccc(CCNC(=O)CSc2ccccc2)cc1	-32
20	Cc1cccc(OCC(=O)NCc2cc(C)nc3ccccc23)c1	-4
21	Cc1cc(C)c2nc3s/c(=C/c4ccc5c(c4)n(C)c(=O)n5C)c(=O)n3c2c1	-19

(continued)
25	COc1ccc(C(=O)NC(Nc2ccccc2)C(Cl)(Cl)Cl)cc1 (stereo unspecified)
26	C/C(CC(=O)Nc1ccccn1)=N\NC(=O)c1ccccc1O
27	O=C(Nc1ccc(N2CCCC2)cc1)c1ccc(Cl)cc1Cl
28	COc1ccc2nc(NC(=O)CN3C(=O)NC4(CCCCC4)C3=O)sc2c1
29	Cc1c(N=Cc2c(O)n(C)c(=O)c3ccccc23)c(=O)n(-c2ccccc2)n1C
30	CN1CCN(C(=O)/C=C/c2cccc(Cl)c2)CC1
31	CCN(CC(=O)NCc1cccs1)C(=O)c1ccc(S(=O)(=O)Nc2ccccc2C)cc1
32	O=C1c2[nH]nc(-c3ccccc3O)c2C(c2cccc(O)c2)N1Cc1ccco1 (stereo unspecified)
Compound,25,26,27,28,29,30,31,32
HIF activator,0.0,2.9,4.2,1.0,-0.2,0.5,-1.0,-0.3
HSF-1 act,22,-3,9,-6,33,49,1,-6
aSyn 5UTR inh,17,71*,-88,-39,46,-47,12,-4
SKKanGAS inh,0,1,4,7,-12,0,-5,-5
HSF1 inhib,2,-16,0,-10,15,10,11,-14
AI-2 QS mod,-21,-10,-1,11,/,13,15,23
HSP90 inh,5,5,11,-3,-2,2,/,5
Platelet DG rel,1,-3,0,-10,0,-11,3,-26
KLF5 inhibitor,19,23,-60,-28,2,-29,/,-26
IEC-6 tox,1,9,0,-5,-4,2,/,9

33	O=C(O)c1cc(S(=O)(=O)Nc2cccc(Oc3ccccc3)c2)ccc1Br
34	O=C(C1CCN(S(=O)(=O)c2ccccc2)CC1)N1CCN(Cc2ccc3c(c2)OCO3)CC1
35	CCOC(=O)c1c(NC(=O)CSc2nnc(CN3CCOCC3)n2C)sc2c1CCCC2
36	COc1ccc(Nc2nc(N)nc(SCc3nnc(C)s3)n2)cc1
37	O=C(Nc1cc(S(=O)(=O)N2CCOCC2)ccc1N1CCOCC1)c1cn2ccccc2n1
38	Cc1ccc(Cl)cc1NS(=O)(=O)c1ccc2oc(=O)ccc2c1
39	Cc1ccc(C)c(SCc2noc(C(=O)NC(C)C)c2C(=O)O)c1
40	COC(=O)c1scc(S(C)(=O)=O)c1-n1cccc1
Compound,33,34,35,36,37,38,39,40
HIF activator,-6.8,-0.4,-0.2,1.0,-0.3,-0.2,0.5,-0.1
HSF-1 act,14,4,-3,18,-1,18,-2,8
aSyn 5UTR inh,-4,13,-8,-54,27,7,6,-22
SKKanGAS inh,9,11,5,-2,17,1,7,1
HSF1 inhib,0,-2,-2,9,-1,-1,-2,-4
AI-2 QS mod,/,8,-6,10,14,3,18,21
HSP90 inh,0,-5,0,-2,3,5,-7,0
Platelet DG rel,-4,32,0,/,-2,-1,-5,8
KLF5 inhibitor,9,-12,-4,-75,-8,-15,-8,12
IEC-6 tox,2,-2,-3,3,0,2,-3,-2

41	CCC1(C)N=c2c(c(=O)n(C)c(=O)n2C)=NO1 (stereo unspecified)
42	CCOC(=O)c1sc(NC(=O)C(C)Sc2nc(N)cc(=O)[nH]2)nc1C (stereo unspecified)
43	Cc1cc(SCc2ccc(F)cc2)nc(=O)[nH]1
44	COC(=O)c1c(C(=O)OC)c2n(c1C)Cc1ccccc1C2
45	CN(C)N=Nc1nc2c(c(=O)n(C)c(=O)n2C)n1C
46	NC(=S)NNC(=O)c1cccc(Cl)c1
47	CC(=O)c1cccc(NC(=O)CN(C)S(=O)(=O)c2cccc3nsnc23)c1
48	O=C(NCc1cccnc1)C1CCN(c2ccc(S(=O)(=O)N3CCOCC3)cc2Cl)CC1
Compound,41,42,43,44,45,46,47,48
HIF activator,0.0,-0.1,0.8,0.1,0.6,0.0,14*,1.2
HSF-1 act,-11,-9,-2,5,-1,-25,6,14
aSyn 5UTR inh,-3,13,-1,19,8,-1,-6,24
SKKanGAS inh,0,7,7,-4,-5,10,-5,-5
HSF1 inhib,-6,4,-1,-5,-4,-5,-1,-3
AI-2 QS mod,13,18,40,18,10,15,12,21
HSP90 inh,1,-1,-8,-1,5,-1,1,-3
Platelet DG rel,5,4,-9,0,-3,8,-11,-13
KLF5 inhibitor,-8,-19,14,-18,4,-17,-16,-11
IEC-6 tox,-2,-2,-11,2,1,0,-2,5

49	Cc1ccnc(SCC(=O)c2cc3ccccc3o2)n1
50	Cc1nnc(C)c2c(C)n(-c3cccc4cccnc34)c(C)c12
51	CCCOc1ccc(C(=O)Nn2c(C)nc3ccccc3c2=O)cc1
52	CC(=O)Nc1c(O)nc(SC/C=C/CSc2nc(O)c(NC(C)=O)c(=O)[nH]2)[nH]c1=O
53	CC1CCC/C(=N/Nc2ccc([N+](=O)[O-])cc2[N+](=O)[O-])C1 (stereo unspecified)
54	O=C(COc1cccc2cccnc12)N1CCc2ccccc2C1
55	Cc1cccc(NC(=O)CCc2ccc(S(=O)(=O)NC3CCCCC3)cc2)c1
56	O=C(COC(=O)/C=C/c1cccc(C(F)(F)F)c1)NCc1ccco1
57	O=C(Nc1nnc(-c2ccc3c(c2)CCCC3)o1)C1CCCCC1
Compound,49,50,51,52,53,54,55,56,57
HIF activator,1.0,0.1,0.1,-0.3,-0.4,-0.3,-0.3,-1.7,0.0
HSF-1 act,4,-3,-27,-12,22,47,-2,-1,7
aSyn 5UTR inh,-26,-12,24,16,7,-10,7,0,-84
SKKanGAS inh,4,1,4,8,3,6,1,-7,81*
HSF1 inhib,2,-7,-7,-13,5,18,0,-1,-7
AI-2 QS mod,40,7,3,20,27,13,6,-6,-4
HSP90 inh,-3,-3,0,0,3,3,-3,/,-4
Platelet DG rel,-7,2,-3,-2,-1,-1,4,1,1
KLF5 inhibitor,-22,-30,-36,8,-30,7,-29,/,-7
IEC-6 tox,4,-3,-2,-7,-2,2,2,/,-4

Compounds were not picked by outcome; about 6% have a hit in one of these screens.
